# Screening results as filed in PubChem.
# M. tuberculosis GlmU: inhibition of mycobacterial GlmU enzyme – biochemical, glucosamine-1-phosphate acetyltransferase (AID 1376). M. tuberculosis GlmU acetyltransferase enzyme assay; higher % means a stronger effect. inhibition, %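 (tested at 30 µM in the primary screen)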; hits with a dose series show IC50 in µM. actives 0.25% (n = 220,000); in the data active = inhibition above about 13%; inconclusive = no clear call, values can overlap the other calls;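 also: 0% = complete reaction with vehicle and 100% = reaction without substrate; strong numbers were not always called active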
# Mtb RmlCD inh: M. tuberculosis RmlC/RmlD inhibition. P9WH09+P9WH11. RmlC+RmlD coupled enzyme assay, percent inhibition; primary screen in compound mixtures. inhibition, % at 3.6 µM. actives 0.03% (n = 160,000); in the data active = inhibition mostly above about 34%, no sharp cut-off; inconclusive = no clear call, values can overlap the other calls; inactive = mostly below about 22%; also: some results filed as inactive read as strong as hits
# Target sequence (P9WH09 whole entry, looked up): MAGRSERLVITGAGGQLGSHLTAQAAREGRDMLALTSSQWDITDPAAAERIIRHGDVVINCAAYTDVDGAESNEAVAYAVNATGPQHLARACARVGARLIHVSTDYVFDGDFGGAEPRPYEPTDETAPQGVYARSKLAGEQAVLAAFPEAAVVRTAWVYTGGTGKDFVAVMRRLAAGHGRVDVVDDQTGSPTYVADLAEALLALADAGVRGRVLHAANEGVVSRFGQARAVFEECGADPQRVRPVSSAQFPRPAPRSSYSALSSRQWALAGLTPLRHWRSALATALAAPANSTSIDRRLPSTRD
# Target sequence (P9WH11 whole entry, looked up): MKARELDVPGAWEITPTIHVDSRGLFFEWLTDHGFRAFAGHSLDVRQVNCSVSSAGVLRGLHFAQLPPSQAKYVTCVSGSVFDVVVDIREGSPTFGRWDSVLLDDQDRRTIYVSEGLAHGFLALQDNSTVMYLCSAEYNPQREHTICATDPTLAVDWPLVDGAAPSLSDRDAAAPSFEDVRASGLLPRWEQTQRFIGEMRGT
# An asterisk follows results filed as active; ? = inconclusive; nt = not tested or not shown.
mol	M. tuberculosis GlmU	Mtb RmlCD inh
O=C(NCc1ccc2c(c1)OCO2)c1ccccn1	-1.2%	?
O=C(CSc1nnnn1C1CCCC1)N1CCOCC1	-3.5%	5
CCOC(=O)/C(C#N)=C\c1ccc(N2CCN(C)CC2)cc1	-0.5%	nt
CCOc1cccc(NC(=O)C2CC(=O)N(C)C2)c1 (stereo not drawn)	0.5%	4
CN1CCCN(C(=O)C2CCCCC2)CC1	0.4%	6
CC(C(=O)Nc1ccccc1Oc1ccccc1)c1ccccc1 (stereo not drawn)	-0.3%	nt
Nc1nonc1C(=O)NCCNc1ccc([N+](=O)[O-])cc1	0.2%	-8
CC(C)c1c(O)cc(-c2ccncc2)n(-c2ccc(Cl)cc2)c1=O	5.7%	6
Cc1nn(Cc2ccccc2)c(=O)n1N(C)c1ncc(C(F)(F)F)cc1Cl	-3.4%	-4
CCCCOC(=O)Nc1cccc(C(=O)OCC)c1	-3.2%	10
CN(c1ccc(C(=O)O)cc1)S(=O)(=O)c1ccc(Cl)cc1	-4.8%	4
CC(C)c1csc(CN2CCCC(CCC(=O)NCc3ccccc3F)C2)n1 (stereo not drawn)	2.2%	-1
CCCCNC(=O)C1CCCN(S(=O)(=O)c2ccc(-n3cnnn3)cc2)C1 (stereo not drawn)	-4.6%	-7
O=C(Cn1c(COc2ccccc2)nc2ccccc21)Nc1cc(Cl)c(Cl)cc1Cl	0.3%	0
CCOC(=O)N1CCN(C(=O)COc2ccc([N+](=O)[O-])cc2)CC1	2.0%	1
CC(NC(=O)c1cc2c(s1)CCCC2)C(C)(C)C (stereo not drawn)	2.1%	12
Cc1cc(C)nc(Nc2ncc(O)n2-c2ccccc2)n1	-3.0%	-5
CCOC(=O)CSc1snnc1-c1ccccc1	1.7%	7
CC(C)N1CCc2c(sc(NC(=O)c3cc(-c4cccs4)nc4ccccc34)c2C(N)=O)C1	-3.1%	nt
Cc1ccc(S(=O)(=O)NCC(=O)OCC(=O)N2N=C(c3ccc(Cl)cc3)CC2c2ccco2)cc1C (stereo not drawn)	-3.0%	-8

# Random excerpt: 2 compounds from above.
mol	M. tuberculosis GlmU	Mtb RmlCD inh
CC(C)N1CCc2c(sc(NC(=O)c3cc(-c4cccs4)nc4ccccc34)c2C(N)=O)C1	-3.1%	nt
CCOC(=O)/C(C#N)=C\c1ccc(N2CCN(C)CC2)cc1	-0.5%	nt

# (further entries)
mol	M. tuberculosis GlmU	Mtb RmlCD inh
CCOc1ccc2nc(N3CCCC(C(=O)NCCCN4CCOCC4)C3)sc2c1 (stereo not drawn)	1.6%	4
COc1ccc(/C=N/N2CCN(C3c4ccccc4-c4ccccc43)CC2)cc1OC	0.3%	-6
COc1cc(C)c(CNc2cc(C)cc(C)c2)cc1C	-2.8%	-7
CC(SCC(=O)Nc1ccc(S(=O)(=O)N2CCCCC2)cc1)C(=O)O (stereo not drawn)	1.9%	32
OC(CSc1ccccc1Cl)CN1CCN(c2ccccc2F)CC1 (stereo not drawn)	-3.5%	11
COC(=O)c1sc(=S)sc1C(=O)OC	-2.0%	nt
Cc1ccc(/C(O)=C/C(=O)C(=O)NC23CC4CC(CC(C4)C2)C3)cc1	1.5%	7
Cc1cc(NC(=O)Cc2ccccc2)nc2c1c(=O)oc1ccccc12	-5.3%	-4
O=C1Nc2ccccc2C12OCCS2 (stereo not drawn)	1.5%	5
C=CCn1nnnc1-c1cccc(Cl)c1	-8.2%	-5
Cn1nc(-c2ccccc2)c2ncc(C(F)(F)F)cc21	-9.2%	8
c1ccc2c(c1)oc1c(N3CCOCC3)ncnc12	5.7%	17
COc1ccc(N2CCN(C(=O)C(OC(C)=O)c3ccccc3)CC2)cc1 (stereo not drawn)	4.5%	nt
CC(C)[C@H](NC(=O)NCCc1ccc(Cl)cc1)C(=O)O	4.4%	-4
CCc1cc2c(=O)c(-c3nc4ccccc4n3C)c(CCCC(=O)O)oc2cc1OC(=O)C(C)(C)C	1.4%	6
CCOC(=O)CSc1nnc(Cc2ccc(OC)cc2)n1-c1ccccc1	-2.8%	nt
C=CCn1c(Cc2cccs2)nnc1SCC(=O)Nc1ccc(OC)c(OC)c1	-2.3%	nt
Cc1ccc(C(=O)CCC(=O)Nc2cccc(C(F)(F)F)c2)cc1C	2.6%	nt
C=CCNc1c2c(nc3ncnn13)CC(C)CC2 (stereo not drawn)	2.4%	-7
COc1cccc(-c2nnc(SCC(=O)OC(C)C)n2N)c1	4.6%	9
O=C(Nc1ccc(Cl)cn1)c1ccccc1[N+](=O)[O-]	-0.6%	-5
CCC1(C)C(Nc2c(C)cccc2C)=NC(=S)N1c1ccc(NC(C)=O)cc1 (stereo not drawn)	-0.6%	35
Cc1ccc(N(C(C)C(=O)Nc2c(C)n(C)n(-c3ccccc3)c2=O)S(C)(=O)=O)cc1C (stereo not drawn)	-1.2%	-4
Cc1ccc(S(=O)(=O)N2CCCN(S(=O)(=O)c3ccc(C(F)(F)F)cc3)CC2)cc1	2.6%	nt
CCOC(=O)C(=O)Nc1cccc(C(=O)OCC)c1	1.7%	-5
CCN(C(=O)CSc1nc2cc(Cl)ccc2c(=O)n1Cc1ccco1)C1CCS(=O)(=O)C1 (stereo not drawn)	-2.6%	8
O=C(CCN1C(=O)COc2ccccc21)N1CCC2(CC1)OCCO2	1.4%	3
CCc1ccc2[nH]c(=O)c(CN(CCCN3CCOCC3)C(=O)Nc3ccccc3)cc2c1	-4.5%	2
CCCCn1c(/N=C/c2c[nH]c3ccccc23)nc2ccccc21	-0.4%	nt
Cc1[nH]c(C)c2c(=O)[nH]ncc12	-2.9%	-6
Cc1c(N2C(=O)CSC2c2ccco2)c(=O)n(-c2ccccc2)n1C (stereo not drawn)	-2.0%	-6
O=C(NCc1ccc2c(c1)OCO2)c1ccc(NC(=O)C2CCCO2)cc1 (stereo not drawn)	-1.6%	-3
O=C(C1=C[C@@H]2[C@H]3C(=O)N(c4ccccc4)C(=O)[C@H]3[C@@H](C(=O)c3ccc(Cl)cc3)N2C=C1)c1ccccc1	3.9%	8
CCN1CCN(CCNC(=O)Nc2ccc([N+](=O)[O-])cc2)CC1	7.8%	11
Cc1[nH]c2ccccc2c1SCC(=O)N1CCCCC1	-4.2%	0
Cc1ccc2c(c1)C1CN(C)CCC1N2CC(=O)N(C)c1ccccc1 (stereo not drawn)	-5.0%	?
COc1ccc(NC(=S)N2CCN(C/C=C/c3ccccc3)CC2)cc1	-4.7%	-8
CCOc1ccccc1N(CC(=O)NC1CCCCC1)C(=O)c1nsc(Cl)c1Cl	4.1%	3
O=C(NN=C1CCCC1)c1cc(-c2ccc(F)cc2)nc2ccccc12	-3.8%	-14
CCOc1cc(-c2noc(CCC(=O)N3CCOCC3)n2)ccc1OC	-2.2%	-8
COc1ccc(CNc2ncnc(N)n2)cc1	-0.7%	nt
CCOC(=O)c1c(-c2cccc3ccccc23)csc1NC(=O)C1C2CCC(O2)C1C(=O)O (stereo not drawn)	3.4%	-2
O=C(CN1C(=O)S/C(=C\C=C\c2ccccc2)C1=O)Nc1ccccc1C(=O)O	4.8%	2
Cc1nn(C(C)C(=O)NCc2ccccc2Cl)c(=O)c2c1sc1ccccc12 (stereo not drawn)	-3.5%	0
O=C(Nc1cnn(Cc2ccc(F)cc2)c1)C(c1ccccc1)c1ccccc1	-2.0%	-6
O=C(O)c1cccnc1SCc1cccc(Cl)c1	0.4%	-12
O=C(Cn1nc(C(=O)O)c2ccccc2c1=O)NCc1ccco1	0.4%	43
O=C(/C=C/c1ccco1)N1CCN(c2ccccc2)CC1	-2.2%	-12
C=CCN(CC=C)Cc1c(C)[nH]c2c(C)c(C)ccc2c1=O	-3.7%	-2
CN(C)c1ccc(C(=S)N2CCOCC2)cc1	-2.2%	5
COc1ccc(-n2c(Cc3cccn3C)nnc2SCC(=O)Nc2cccc(F)c2)cc1	3.7%	-6
CC(=O)Nc1ccc(OC(F)(F)Cl)cc1	-4.5%	-2
CC(=O)Nc1ccc(NC(=O)Cn2c(=O)n(-c3ccc(C)cc3)c(=O)c3oc4ccccc4c32)cc1	6.2%	5
CCCc1ccc(OC(=O)c2ccc(O)cc2Cl)cc1	-1.5%	-8
Brc1ccc(-c2noc(COc3ccc4c(c3)CCC4)n2)o1	8.0%	nt
CCC(C)(C)NC(=O)C(c1ccco1)N(C(=O)c1csnn1)c1cccc(F)c1 (stereo not drawn)	3.7%	-9
CC1(OC(=O)CCc2ccccc2)C(=O)C=C2C=C(c3ccc(C#N)cc3)N(C3CCCCC3)C=C2C1=O (stereo not drawn)	4.7%	nt
O=[N+]([O-])c1ccccc1CNc1ccc(F)c(Cl)c1	-8.0%	-4
CN(C)c1ccc(/C=N/NC(=O)CNC(=O)c2ccc3c(c2)OCCO3)cc1	-1.1%	-10
Cc1cc(C)n2nc(SCn3nnc4ccccc4c3=O)nc2n1	5.5%	nt

# A run of entries from the list above:
mol	M. tuberculosis GlmU	Mtb RmlCD inh
CCC(C)(C)NC(=O)C(c1ccco1)N(C(=O)c1csnn1)c1cccc(F)c1 (stereo not drawn)	3.7%	-9
CC1(OC(=O)CCc2ccccc2)C(=O)C=C2C=C(c3ccc(C#N)cc3)N(C3CCCCC3)C=C2C1=O (stereo not drawn)	4.7%	nt
O=[N+]([O-])c1ccccc1CNc1ccc(F)c(Cl)c1	-8.0%	-4

# Profiles, quoted from the list. Values in the order: M. tuberculosis GlmU | Mtb RmlCD inh
# Cc1cc(C)n2nc(SCn3nnc4ccccc4c3=O)nc2n1 reads 5.5% | nt
# O=[N+]([O-])c1ccccc1CNc1ccc(F)c(Cl)c1 reads -8.0% | -4
# COc1ccc(-n2c(Cc3cccn3C)nnc2SCC(=O)Nc2cccc(F)c2)cc1 reads 3.7% | -6
# CCC(C)(C)NC(=O)C(c1ccco1)N(C(=O)c1csnn1)c1cccc(F)c1 (stereo not drawn) reads 3.7% | -9
# O=C(Cn1nc(C(=O)O)c2ccccc2c1=O)NCc1ccco1 reads 0.4% | 43

# The list continues.
mol	M. tuberculosis GlmU	Mtb RmlCD inh
O=S(=O)(c1cccs1)N1CN(Cc2ccc(Cl)cc2)c2nc3ccccc3nc21	1.2%	-3
CCOC(=O)c1oc2cccc(O)c2c1CN1CCOCC1	-1.3%	-7
C[C@@H](C(=O)NCc1ccccn1)[C@H]1C[C@]1(C)[C@H](NC(=O)OCc1ccccc1)c1ccccc1	-2.4%	nt
CC(=O)C[C@H]1c2cc(C(F)(F)F)ccc2S(=O)(=O)N1Cc1ccccc1	-5.1%	nt
CN(C)CCN(C)Cc1ccc2c(c1)Cc1ccccc1-2	2.4%	nt
CCCCN(CC)CCNC(=O)c1nn(-c2ccc(OC)cc2)c(=O)c2c1c1ccccc1n2C	-8.2%	1
COc1ccc(C2C(C#N)=C(C)NC3=C2S(=O)(=O)c2ccccc23)cc1 (stereo not drawn)	5.8%	-8
COC(=O)c1cc(OC)c(OC)cc1NC(=S)Nc1cccc(C(C)=O)c1	0.8%	1
COC(=O)c1sc(NC(=O)COc2ccc(C)cc2)nc1C	0.6%	-3
COc1ccc(Oc2nc(-c3ccccn3)ncc2OC)cc1	-0.6%	-2
O=c1c2ccccc2nc(/C=C/c2ccc3c(c2)OCO3)n1-c1cccc(O)c1	5.5%	-8
Cc1ccc(S(=O)(=O)N(C)c2ccc(OC(=O)c3ccc(=O)[nH]c3)cc2)cc1	2.0%	-4
COc1ccc(-c2ccc(S(=O)(=O)n3nc(OC(=O)c4cccs4)cc3N)cc2)cc1	-0.2%	nt
Cc1ccc(-n2nc(C)c3c(C(=O)OCC(=O)N(C)C4CCS(=O)(=O)C4)cc(-c4ccccc4)nc32)cc1 (stereo not drawn)	-1.0%	nt
COc1ccc(-n2cc(-c3ccc(C)cc3)[n+]3c2SCC3)cc1	-1.2%	nt
Cc1nc(-c2ccc(Cl)cc2)sc1C(=O)CBr	-4.0%	8
COc1ccc(NC(=O)C2CCCO2)cc1 (stereo not drawn)	-5.8%	nt
COc1cc2[nH]c(=S)n(C3CCN(Cc4ccccc4)CC3)c(=O)c2cc1OC	0.5%	-11
Cn1c(CN2CCCC2)nc2cc(NC(=O)c3ccco3)ccc21	-7.8%	37
O=C(Nc1cc(C(F)(F)F)ccc1N1CCOCC1)c1ccc(Br)o1	-1.2%	-6
CCO[C@@H]1OC(C(=O)Nc2ccccc2)=C[C@H](c2csc3ccccc23)[C@H]1CCCO	0.8%	nt
S=c1nc(-c2cc(Cl)ccc2Cl)[nH][nH]1	3.2%	2
Cc1ccc(S(=O)(=O)N(C)CC(=O)Nc2cccc(C)n2)cc1	1.0%	nt
COc1ccc(S(=O)(=O)c2ccc(OC)cc2)cc1	1.8%	-9
Cc1cccc(N2CCN(C(=O)/C=C/c3ccco3)CC2)c1C	0.8%	nt
CC1=C(C(=O)OCC2CCCO2)C(c2ccsc2)C2=C(CCCC2=O)N1 (stereo not drawn)	5.2%	-4
O=C(O)c1ccc(Cl)c(S(=O)(=O)Nc2ccc3cn[nH]c3c2)c1	-0.2%	-4
CCc1nc(Cl)c(C#N)c2c1CCCC2	5.8%	2
CN(C)S(=O)(=O)c1cccc(-c2nn(-c3ccccc3)cc2/C=C2\SC(=S)NC2=O)c1	4.5%	4
Cc1cc(C)c2c(CC(=O)Nc3nccs3)coc2c1	6.9%	nt
Nc1cc(N)nc(SCCOc2ccccc2F)n1	3.4%	-5
CC1CN(c2ccc(Cl)cc2[N+](=O)[O-])CCN1S(C)(=O)=O (stereo not drawn)	-5.2%	-6

# An excerpt (hit frequency here may not be typical).
